LGR2 inh: inhibitors of bursicon-induced Drosophila LGR2 receptor cAMP signaling. HEK293 LGR2, CRE-luciferase, bursicon-stimulated, 4 h. inhibition, % at 9.99 µM. 380,000 tested, 0.35% active;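 active = drop in luminescence signal, shown as inhibition above about 50% in the replicate tests, limit read from the data, passing the limit was not always enough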;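 also: agonist challenge used bursicon conditioned medium at about half maximal strength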
PGC1a acetyl inh: PGC1a acetylation modulation, inhibitor mode; U2OS PGC1a acetylation, AlphaScreen anti-acetyl-lysine; with virally co-expressed GCN5 acetyltransferase; 350,000 tested, 0.17% active; inhibition, % at 15.6 µM; AID 651687;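 active = every replicate shows inhibition of at least 40%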;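 also: 0% = neutral control wells and 100% = positive control wells; some results beyond the cut were filed as inactive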
Cneo AK release: Cryptococcus neoformans lysis via adenylate kinase release. C. neoformans lysis, adenylate kinase release luminescence, 4 h; normalised: neutral wells 0, clomiphene wells 100. lysis activity, % at 15 µM. 360,000 tested, 0.2% active;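 active = mean lysis activity across replicates of at least 80%, whatever share of replicates individually reach that level; inactive = mean lysis activity below 80%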
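Assay system: C. neoformans cells. Amount: yeast cell density of 5 × 10^6 cells/mL. Technique: AK luminescence. Buffer or medium: YPD. Times: static 4 h at 37 °C with compound, 1 h detection. Dosing: single-point compound dose. Read-out: lysis from increased AK signal.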
ARNT TACC3 PPI: disrupts binding between human ARNT and TACC3 | Q9Y6A5 | AlphaScreen His-ARNT PAS-B/GST-TACC3 binding, luminescence; TACC3 fragment carries E629A point mutation | inhibition, % at 9.99 µM | 390,000 tested, 0.66% active;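 active = mean inhibition of replicates at least 50% and at least half of replicates each reaching 50%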;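 also: 0% = complete ARNT plus TACC3 wells and 100% = ARNT alone without TACC3; many hits fall short of the cut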
INS-1E GSIS act: primary screen for activators of insulin secretion dependent on glucose, INS-1E cells, GLuc reporter luminescence; 370,000 tested, 0.61% active; AID 743287; INS-1E GLuc reporter insulin secretion, 2-3 h; activation, % at 16.6 µM;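 active = lowest replicate activation of at least 40%, so every replicate reaches that level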;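 also: 0% = median of neutral control wells and 100% = median of IBMX positive control wells; some compounds called inactive have numbers as strong as hits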
PglD DTNB: inhibitors of Campylobacter jejuni PglD acetyltransferase. purified PglD enzyme, DTNB colorimetric CoA detection. inhibition, % at 12.5 µM. 360,000 tested, 0.098% active; in the data active = inhibition above about 16%, passing the limit was not always enough; also: strong numbers were not always called active
Statin myotox sup: suppressors of simvastatin-induced myotoxicity in C2C12 myotubes; ATP luminescence, 48 h; scaled: DMSO 0, geranylgeraniol control 100; rescue of ATP level, % at 7.49 µM; 330,000 tested, 0.78% active;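 active = mean ATP rescue above about 67%, or every replicate alone reaching that limit, limit read from the data, passing the limit was not always enough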;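 also: myotubes were challenged with 10 µM simvastatin during compound exposure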
PAX8 reporter: PAX8 transcriptional activity inhibition; AID 652154; inhibition, % at 12.6 µM; RMG-I TPO-luciferase reporter, SteadyGlo, 24 h; 360,000 tested, 1.2% active;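 active = mean replicate inhibition at least 60% with every replicate also reaching 60%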;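 also: luciferase light reporting Pax8 driven TPO promoter activity; plate controls were median of neutral control wells for no effect and mitoxantrone controls for full effect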
The depositor's hits bear a star; nt = not tested or not shown.

SMILES	LGR2 inh	PGC1a acetyl inh	Cneo AK release	ARNT TACC3 PPI	INS-1E GSIS act	PglD DTNB	Statin myotox sup	PAX8 reporter
CCCCN(CCCC)CCNC(=O)c1cn(CC)c2ccc(S(=O)(=O)N(C)C3CCCCC3)cc2c1=O	9	-13	4	2	-11	-6	-5	17
CO[C@H]1CN(C)C(=O)c2cc(NC(=O)CC(F)(F)F)ccc2OC[C@@H](C)N(C(=O)C2CC2)C[C@H]1C	-2	2	nt	nt	0	nt	nt	4
Cc1ccc(Cn2c(C(CO)Nc3nc(-c4ccc(F)cc4)cs3)nc3ccccc32)cc1 (stereo not given)	1	-10	5	-3	-13	-3	4	25
CC/C(=N\NC(=O)COc1ccc(Br)cc1)c1ccc(OC)c(OC)c1	19	-7	-1	2	-11	3	4	-17
CN1c2ccc(Br)cc2[C@H]2[C@H](CCN2S(=O)(=O)c2ccccc2F)[C@H]1CO	14	-2	-16	19	-36	5	45	14
C[C@H](CO)N1C[C@H](C)[C@H](CN(C)S(=O)(=O)c2ccc(F)cc2)Oc2ccc(NS(=O)(=O)c3cn(C)cn3)cc2CC1=O	2	0	nt	nt	7	nt	7	nt
C[C@@H]1CN([C@@H](C)CO)C(=O)CCCn2cc(nn2)CO[C@H]1CN(C)Cc1cccc(O)c1	-13	3	13	-2	-9	1	-1	nt
Cc1cccc(C(=O)n2cnnc2N)c1	6	nt	nt	-2	-4	nt	nt	-10
O=C(OCc1cccc([N+](=O)[O-])c1)c1ccncc1	4	nt	nt	-2	21	nt	nt	1
C[C@H]1CN([C@@H](C)CO)C(=O)c2cccc(NS(=O)(=O)c3ccc(Cl)cc3)c2O[C@H]1CN(C)Cc1ccc(Cl)c(Cl)c1	8	-14	1	4	-8	2	-30	11
Cc1c(S(=O)(=O)N2CCCC(C)C2)c(=O)n(C)c(=O)n1C (stereo not given)	4	nt	nt	-4	4	nt	-1	15
CC1=C(C(=O)OCc2ccccc2)C(c2cccc(F)c2)NC(=O)N1 (stereo not given)	-1	nt	-2	-1	-18	2	22	3
CCC(=O)NC1(C(F)(F)F)C(=O)Nc2c1c(=O)n(C)c(=O)n2C (stereo not given)	nt	3	1	-8	nt	-3	-5	19
COc1ccccc1C(=O)NC(=O)COC(=O)c1ccc(Br)o1	0	nt	nt	-5	1	nt	nt	-5
C[C@@H]1CN([C@H](C)CO)C(=O)CCCn2nncc2CO[C@@H]1CN(C)C(=O)Nc1ccc(C(C)(C)C)cc1	-13	0	-3	-10	-2	0	6	5
CCN1C(=NCCCCO)N[C@@H](c2cccc(F)c2)C(C(=O)OC)=C1C	2	-4	6	-5	3	2	4	6
OC(CN1CCCCC1)c1ccc2c3c(cccc13)CC2 (stereo not given)	-9	-11	6	-11	nt	6	0	-16
CC(Oc1ccc(Br)cc1)C(=O)N(Cc1ccccc1)c1c(N)n(Cc2ccccc2)c(=O)[nH]c1=O (stereo not given)	1	nt	0	nt	-36	-3	6	14
CCc1nc2ccc(C(=O)N3CCN(C)CC3)cn2c1N(C)CCCc1ccccc1	11	10	0	nt	9	-2	-15	-3
CSc1ccccc1NC(=O)c1cc(-c2ccco2)on1	-53	5	-3	-7	-1	0	13	-7
CCN(CC)C(=O)c1nc[nH]c1C(=O)N(CC)CC	nt	4	0	-3	nt	-3	0	-8
COC(=O)COc1cccc(NC(=O)c2ccc(Cl)cc2)c1	3	nt	nt	0	3	nt	nt	5
O=C(Nc1cccc2ccccc12)OCc1ccccc1	-44	18	0	-10	12	-12	8	-129
COC(=O)c1ccc(CO/N=C/c2ccc(OC)cc2)o1	-95	nt	nt	19	-4	nt	nt	-75
COc1ccccc1NC(=O)CSc1nnc2ccc(-c3ccccn3)nn12	3	-18	1	-3	15	-3	19	8

Individual results from the results shown.
Result for COc1ccccc1C(=O)NC(=O)COC(=O)c1ccc(Br)o1 in LGR2 inh: 0
Result for O=C(Nc1cccc2ccccc12)OCc1ccccc1 in Statin myotox sup: 8

The listing continues.
SMILES	LGR2 inh	PGC1a acetyl inh	Cneo AK release	ARNT TACC3 PPI	INS-1E GSIS act	PglD DTNB	Statin myotox sup	PAX8 reporter
O=Cc1ccc(Oc2ncccn2)cc1	8	nt	nt	9	-3	nt	nt	11
CCC(=O)N1CC(=O)N2[C@@H](CO)[C@@H](c3ccc(C#CCC(C)C)cc3)[C@@H]2C1	1	-7	nt	nt	5	nt	nt	-7
CCOC(=O)C1=C(C)NC(C)=C(C(=O)OCC)C1C	-18	nt	nt	19	-23	nt	1	-12
CCCCn1nnnc1SCC(=O)Nc1cccc(C)c1	-7	8	4	5	-1	14	-31	-3
COc1ccc(-c2csc(NC(=O)c3ccoc3C)n2)cc1	-53	-9	nt	-7	9	nt	nt	-188
O=C(O)c1ccc(N/N=C/c2cn(Cc3ccc(F)cc3)c3ccccc23)cc1	-15	11	0	9	-14	4	nt	-172
COc1ccc(NC(=O)CN(C)C(=O)c2cc(-c3ccccc3)nc3ccccc23)cc1	15	-46	0	4	-7	1	-10	10
CCC(C)NC(=O)C1CCN(S(=O)(=O)N2CCCC2)CC1 (stereo not given)	17	-5	-2	-1	-1	2	10	nt
CCOC(=O)Cc1cc(=O)[nH]c(/N=C(\N)Nc2ccc(OC)cc2)n1	7	1	3	-11	0	-1	nt	-11
O=C1CC(SCc2nc3ccccc3[nH]2)C(=O)N1c1cccc(Cl)c1 (stereo not given)	-2	nt	-1	22	-34	6	-6	nt
CCCCOCCCNS(=O)(=O)Cc1ccccc1	nt	9	-1	-11	nt	2	10	nt
CC(C)(Oc1ccc(Br)cc1Cl)C(=O)Nc1ccon1	-1	3	1	-11	-4	2	nt	-26
CC(NCc1ccc(-c2ccccc2)cc1)C(O)c1ccccc1 (stereo not given)	21	2	-2	4	-44	1	nt	20
c1ccc(Cc2noc(CN3CCN(C4CCc5ccccc5C4)CC3)n2)cc1 (stereo not given)	2	-3	nt	9	-16	nt	nt	18
Cc1ccc(NC(=O)N2CCCC2C(=O)NCCc2ccccc2)cc1 (stereo not given)	nt	nt	1	1	nt	-8	nt	4
CCCc1cc(C(=O)Nc2ccc(F)c(Cl)c2)no1	-82	nt	-2	nt	2	-1	37	-61
COc1cccc(N=Cc2c(O)n(-c3cccc(C)n3)c(=O)c3ccccc23)c1	nt	-2	-1	-6	-31	-4	2	nt
O=C(NCc1ccc(F)cc1)c1cccc2c1C(=O)c1ccc(N3CCC(N4CCCCC4)CC3)cc1S2(=O)=O	-19	-11	-1	nt	11	-3	-18	1
CCOC(=O)c1c(NC(=O)CSc2c[nH]c3ccccc23)sc2c1CCC2	7	nt	0	-4	nt	-1	18	32
COCC(=O)N(C)C[C@H]1Oc2cc(C3=CCCC3)ccc2S(=O)(=O)N([C@@H](C)CO)C[C@H]1C	-6	6	nt	nt	4	1	-10	2
Cc1cc(C)cc(Nc2c(F)c(F)c(F)c(F)c2C(=O)O)c1	-2	-3	nt	5	-22	nt	nt	-1
O=C(/C=C\c1ccco1)Nc1nc(-c2ccccc2)cs1	nt	6	nt	-2	nt	nt	6	-31
C[C@@H]1CN([C@@H](C)CO)C(=O)c2cccc(NC(=O)NC3CCCCC3)c2O[C@@H]1CN(C)C(=O)Nc1ccc2c(c1)OCO2	21	3	-1	nt	-13	1	-9	26
COC(=O)c1cc(-c2ccc(S(=O)(=O)N3CCCCC3)cc2)c(C(F)(F)F)s1	9	-3	nt	-6	-4	nt	nt	2
O=C(O)c1ccc(NCc2nc3cc4ccccc4cc3[nH]2)cc1	9	3	nt	-1	-16	nt	nt	1

(list continues)
SMILES	LGR2 inh	PGC1a acetyl inh	Cneo AK release	ARNT TACC3 PPI	INS-1E GSIS act	PglD DTNB	Statin myotox sup	PAX8 reporter
CCCNS(=O)(=O)c1ccc(CCC(=O)NCc2cccnc2)cc1	nt	0	-6	-3	nt	1	6	nt
Cc1[nH]c2ccccc2c1C(=O)COC(=O)c1c(-c2ccccc2Cl)noc1C	1	-10	4	-6	-27	-1	nt	11
CCCNC(=S)Nc1ccc(Oc2ccccc2)cc1	nt	-26	10	0	nt	2	14	-7
O=c1[nH]ncn1-c1ccccc1	4	-6	1	3	-1	0	-7	13
C[C@@H]1CN([C@H](C)CO)S(=O)(=O)c2ccc(C3=CCCCC3)cc2O[C@H]1CN(C)C(=O)c1ccc(F)cc1	-4	-8	-3	2	-15	-4	-155	8
CO[C@@H]1CC[C@H]2CCN(C)C(=O)[C@@H](C)CN(C)C(=O)c3cc(C#N)ccc3OC[C@@H]1O2	25	nt	1	-2	1	3	-8	8
O=C(C[C@@H]1CC[C@@H]2[C@H](COC[C@@H](O)CN2S(=O)(=O)c2ccc(Cl)cc2)O1)N[C@H]1CCN(Cc2ccccc2)C1	-6	6	-2	1	-4	0	1	4
N#Cc1cc(-c2ccccc2)cnc1Sc1ccccc1	nt	-4	-3	-15	nt	2	-5	nt
COc1ccc(CCN=C(N)NS(=O)(=O)c2ccc(OC)cc2)cc1	11	-24	-4	2	38	-1	nt	0
O=C(N/N=C/c1c[nH]c2ccccc12)c1cc(-c2ccccc2)n[nH]1	nt	-4	-1	1	28	-5	nt	5
N#Cc1c(-c2ccccc2)nc(SCc2nc(N)nc(N3CCCCC3)n2)[nH]c1=O	nt	-4	1	-24	nt	-3	12	nt
O=C(COC(=O)c1ccc(S(=O)(=O)NCc2ccco2)cc1)NCc1ccc(F)cc1	-3	nt	2	-4	3	3	-5	-2
CC/C(C)=N\Nc1nc(-c2cc3cc(OC)ccc3oc2=O)cs1	nt	nt	2	-3	nt	2	1	-46
O=C(NCC[C@H]1CC[C@H](NC(=O)C2CCCCC2)[C@H](CO)O1)c1cnccn1	-5	-2	0	-10	-9	6	3	-8
Cc1ccc(NC2CC(=O)N(Cc3ccccc3)C2=O)cc1 (stereo not given)	-23	-1	1	1	12	0	-7	nt
COc1ccccc1C1CC(c2c(-c3ccccc3)c3cc(Cl)ccc3[nH]c2=O)=NN1S(C)(=O)=O (stereo not given)	nt	0	-2	25	nt	5	-9	nt
CC(=O)OCC(=O)C1(O)CCC2C3CC(C)C4=CC(=O)C=CC4(C)C3C(O)CC21C (stereo not given)	8	-10	-1	nt	-23	0	-1	-15
Cn1c(=O)c2cn(-c3ccc4c(c3)OCCO4)cc2n(C)c1=O	-34	2	-5	-2	-4	4	-15	nt
CCOc1ccc(S(=O)(=O)N2CCCCC2)cc1NC(=O)CN1C(=O)NC(C)(c2ccccc2)C1=O (stereo not given)	-1	-6	nt	4	1	nt	nt	13
O=C(CSCc1ccc([N+](=O)[O-])cc1)Nc1ccc(S(=O)(=O)N2CCCCCC2)cc1	0	-1	2	0	-13	-5	-28	12
CCn1cc(S(=O)(=O)c2ccccc2)c(=O)c2cc(F)c(N3CCN(C)CC3)cc21	11	4	5	10	-1	-6	1	-9
COc1ccccc1C(=O)N/C(=C/c1ccc2c(c1)OCO2)C(=O)Nc1cccc(C(=O)O)c1	-1	2	-2	nt	-6	-5	2	12
Cc1ccc(C)c(N2CCN(C(=O)c3ccc(Cn4c(=S)[nH]c5ccc(N6CCOCC6)cc5c4=O)cc3)CC2)c1	-2	nt	nt	-3	-5	nt	nt	-46
C=CCOC(=O)CSCC(NC(=O)OC(C)(C)C)C(=O)OCC (stereo not given)	nt	-8	-1	5	nt	-6	0	nt
CN(C1(C)CCS(=O)(=O)C1)S(=O)(=O)c1cccc([N+](=O)[O-])c1 (stereo not given)	-6	-5	-1	-5	-5	4	-9	-4
O=C(COC(=O)c1cccc([N+](=O)[O-])c1)c1ccc(OCc2ccccc2)cc1	-20	nt	nt	-3	25	nt	nt	-4

Some of these compounds in order of their number in INS-1E GSIS act, lowest first.
smiles | INS-1E GSIS act
O=C(O)c1ccc(NCc2nc3cc4ccccc4cc3[nH]2)cc1 | -16
CCc1nc2ccc(C(=O)N3CCN(C)CC3)cn2c1N(C)CCCc1ccccc1 | 9
O=C(NCc1ccc(F)cc1)c1cccc2c1C(=O)c1ccc(N3CCC(N4CCCCC4)CC3)cc1S2(=O)=O | 11
